MMP13 inhibition = human MMP13 inhibition, fluorescence-interfering compounds – biochemical, possible fluorescent artifacts, delta fluorescence, confirmation (AID 734); MMP13 fTHP FRET cleavage, delta fluorescence 4 h; stronger effect = higher value; inhibition, %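 (each compound tested at 4 µM nominal in triplicate)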; 5,100 tested, under 10 active;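 active = inhibition above the mean inhibition over all tested compounds plus 3 SD, cut at about 75% in these data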;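 also: 0% = DMSO only wells and 100% = 8 µM reference MMP13 inhibitor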
Starred values were filed as active, the others as inactive.

MMP13 inhibition	SMILES
-27	c1ccc(Cn2c(-c3cccs3)nc3nc4ccccc4nc32)cc1
4	Nc1nnc(N2CCc3ccccc32)s1
6	Cc1cccc(N(CC(=O)NC2CCCC2)C(=O)CCCC(=O)Nc2ccccn2)c1
2	CC1(C)Cc2c(c(N3CCCC3)nc3sc4c(N5CCN(CCO)CC5)ncnc4c23)CO1
6	COc1cccc(N2C(=O)CC(N3CCC(C(N)=O)(N4CCCCC4)CC3)C2=O)c1 (stereo not given)
6	CC1(C)Cc2c(C#N)c(SCc3nc4ccccc4[nH]3)nc(N3CCOCC3)c2CO1
2	Cc1cc2n(n1)C(c1ccccc1)Nc1ccccc1-2 (stereo not given)
-1	Cc1ccc(NC(=O)COC(=O)CN2CSCC2=O)cc1C
-2	OCCCc1nc2n(n1)C(c1ccccc1)C=C(c1ccc(F)cc1)N2 (stereo not given)
-29	CCCCCn1c(=NC(=O)c2ccco2)c(C(=O)OCC)cc2c(=O)n3ccccc3nc21
-6	Cc1ccc(-c2cc(-c3ccc(Cl)cc3)c(C#N)c(N)n2)o1
-2	Cc1cc(NC(=O)c2cn(C3CCCCC3)c(=O)c3c2c2ccccc2n3C)no1
-2	Clc1ccc2nc(CSc3nc4ccccc4o3)cn2c1
3	O=C(Nc1nc2n(n1)C(c1ccccc1)C=C(c1ccccc1)N2)c1ccco1 (stereo not given)
7	O=C(O)CCN1C(=O)c2ccc(NC(=O)c3cccs3)cc2C1=O
4	CCOc1ccc(S(=O)(=O)NCc2ccc(F)cc2)c2cccnc12
6	N#Cc1c(N)nc(SCC(=O)NCCc2ccccc2)c(C#N)c1-c1cccs1
6	Cn1c(=O)[nH]c(=O)c2c1nc(SCC(O)CO)n2Cc1ccccc1Cl (stereo not given)
4	S=c1[nH]nc(-c2ccc(Br)cc2)n1Cc1ccco1
8	CCOc1ccc2nc3sc(C(=O)N4CCN(C)CC4)c(N)c3cc2c1
0	Cc1ccc(-c2nc(CS(=O)CC(=O)N3CCN(c4ncccn4)CC3)c(C)o2)cc1 (stereo not given)
-5	CC1(C)CC2CC(C)(CN2C(=O)COC(=O)c2ccc(Cl)cc2N)C1 (stereo not given)
9	Cc1ccc(C2NC(=O)c3c(sc4c3CCN(C)C4)N2)s1 (stereo not given)
6	CC(C)C(=O)N1CCN(c2nc(-c3ccccc3)c3c(c2C#N)CC(C)(C)OC3)CC1
2	N#Cc1ccc2ccn(CC(=O)N3CCCc4ccccc43)c2c1
2	COc1ccc2[nH]c(=O)c(CN(Cc3ccc(C)cc3)Cc3nnnn3CC3CCCO3)cc2c1 (stereo not given)
5	C=CCSc1nnc(CSc2nc3sc4c(c3c(=O)[nH]2)CCCC4)n1-c1ccccc1
-5	CCOC(=O)c1sc2ncnc(NCC(c3cccs3)N(C)C)c2c1C (stereo not given)
9	CCCCC(=O)Nc1cc2nn(-c3ccc(OC)cc3)nc2cc1C
3	Cc1cc(C)n(-c2ncnc3sc(C)c(C)c23)n1
7	Fc1cc2nc(-c3ccncc3)[nH]c2cc1F
-17	CNC(=O)c1cc2ccc(OC)cc2oc1=O
1	COc1cc2cc(CN(CCCO)S(=O)(=O)c3ccccc3Cl)c(=O)[nH]c2cc1OC
-10	Cc1ccc2nc(-c3cccnc3)oc2c1
0	Cc1nc2ccc3nc(NC(=O)c4ccc5c(c4)OCCO5)sc3c2s1
2	Cc1cc(C)cc(-n2c3nc4ccccc4nc3c3c(=O)n(Cc4ccco4)cnc32)c1
1	COC(=O)C1=CN(C)C=C(C(=O)OC)C1c1ccccc1Cl
-24	CCCn1c(=NC(=O)c2ccco2)c(C(=O)OCC)cc2c(=O)n3ccccc3nc21
5	O=c1cc(-c2ccccc2Cl)c2c([nH]1)CCC2
8	Cc1ccc(S(=O)(=O)C(C#N)c2nc3ccccc3nc2N2CC(C)OC(C)C2)cc1C (stereo not given)
3	O=C(c1cccs1)c1ccc(-c2cccs2)s1
22	Cc1ccc(-c2cnc(-c3ccncc3)o2)cc1
5	Cn1c(C(=O)NCC2CCCO2)cc2c(=O)[nH]c3ccccc3c21 (stereo not given)
6	Cc1ccc(C)c2[nH]c(=O)c(C(c3nnnn3C3CCCC3)N3CCOCC3)cc12 (stereo not given)
0	CN1CCN(CCCNC(=O)c2cc3c(=O)n(C)c4ccccc4c3s2)CC1
1	CCCCc1cc(=O)oc2cc(C)cc(OCc3nn[nH]n3)c12
-2	Cc1cccc(S(=O)(=O)c2c(N)n(Cc3ccco3)c3nc4ccccc4nc23)c1
5	O=C(NC1CCCCC1)C1CN(S(=O)(=O)c2ccccc2)CCN1S(=O)(=O)c1ccccc1 (stereo not given)
2	N#Cc1c(-c2ccccc2Cl)cc(C2CC2)nc1N
-142	Cn1c(=N)c(S(=O)(=O)c2ccc(F)cc2)cc2c(=O)n3ccccc3nc21
3	Cc1ccc(C)c2[nH]c(=O)c(CCNC(=O)CC(C)C)cc12
7	CC1(C)CC(=O)C(CC(=O)Nc2ccc(S(N)(=O)=O)cc2)=C(O)C1
4	COc1ccc2[nH]c(=O)c(C(c3nnnn3C3CCCCC3)N3CCN(C)CC3)cc2c1 (stereo not given)
5	COC(=O)c1nc(NC(=O)C(C)C)n[nH]1
5	NC(=O)C1CCN(CC(=O)Nc2ccccn2)CC1
0	COc1ccc(-c2nnc(NC(=O)C(C)C)s2)c(OC)c1
3	COc1ccc2[nH]c3c(=O)n(CCCCC(=O)N4CCCC4)c(=S)[nH]c3c2c1
0	Cc1ccc2cc3cc(C(=O)NCc4ccco4)oc3nc2c1
3	COCCNC(=O)CSc1nc2ccc(N3CCOCC3)cc2c(=O)n1CCc1ccccc1
4	O=C(O)C1CCN(C(=O)COc2ccc3c4c(c(=O)oc3c2)CCC4)CC1

Some of the entries so far, with each value named.
CC1(C)CC(=O)C(CC(=O)Nc2ccc(S(N)(=O)=O)cc2)=C(O)C1
  MMP13 inhibition: 7
O=C(O)C1CCN(C(=O)COc2ccc3c4c(c(=O)oc3c2)CCC4)CC1
  MMP13 inhibition: 4
COC(=O)c1nc(NC(=O)C(C)C)n[nH]1
  MMP13 inhibition: 5
Cc1cccc(S(=O)(=O)c2c(N)n(Cc3ccco3)c3nc4ccccc4nc23)c1
  MMP13 inhibition: -2

Continuation:
MMP13 inhibition	SMILES
1	COc1cc(OC)cc(-c2nc3nc(C)c(CCC(=O)NCc4ccco4)c(C)n3n2)c1
-115	CCCCc1cc(=O)oc2c(CN3CCCC3)c(O)c(Cl)cc12
0	COc1ccc(-c2cc(=O)oc3c(C)c(O)c(CN(C)C)cc23)cc1
3	CNc1oc(-c2ccccc2Cl)nc1C#N
-2	Cc1ccc2[nH]c3c(NCc4ccco4)ncnc3c2c1
6	CCCCNC(=O)C1CCN(S(=O)(=O)c2cnc[nH]2)CC1
4	CCOc1ccc2cc(C#N)c(SCC(=O)NC(C)CC)nc2c1 (stereo not given)
1	CCCCCCNc1cc2n(c(=O)n1)CCc1cc(OC)c(OC)cc1-2
4	Cc1onc(-c2ccccc2)c1C(=O)NCCN1CCOCC1
7	COc1cccc(=O)c2c(C)oc(C)c12
4	O=C(NCCc1ccccc1)C1CC(=O)N(C2CCCCCC2)C1 (stereo not given)
-1	COc1ccc(C2NC(=O)NC3=C2CCc2ccccc23)cc1 (stereo not given)
5	COc1ccc2c(c1OC)C(=O)N(c1ccccn1)C2
14	COc1ccc(-c2cn3c(C)c(C(=O)Nc4cc(NC(C)=O)ccc4OC)sc3n2)cc1
7	Cn1c(=O)c2c(nc(CN3CCN(c4ccccc4F)CC3)n2CCN2CCOCC2)n(C)c1=O
6	CCn1cnc2cc(NCc3cccc(OC)c3O)ccc21
7	COc1cccc(Cn2cccc(NC(=O)NC3CCCCC3)c2=O)c1
0	CCCCSc1nc(N)c(C#N)c(-c2cccs2)c1C#N
5	Cc1ccc2cc(C#N)c(N3CCCN(C(=O)C4CCCO4)CC3)nc2c1C (stereo not given)
3	CCOC(=O)N1CCC(NC(=O)c2cc3ccccn3n2)CC1

Ordered by molecular weight (falling): part of the list above
MMP13 inhibition	SMILES
1	CCCCCCNc1cc2n(c(=O)n1)CCc1cc(OC)c(OC)cc1-2
-115	CCCCc1cc(=O)oc2c(CN3CCCC3)c(O)c(Cl)cc12
4	O=C(NCCc1ccccc1)C1CC(=O)N(C2CCCCCC2)C1 (stereo not given)
6	CCCCNC(=O)C1CCN(S(=O)(=O)c2cnc[nH]2)CC1
5	COc1ccc2c(c1OC)C(=O)N(c1ccccn1)C2

New compounds follow:
MMP13 inhibition	SMILES
4	O=C(NCC1CCCO1)c1c(O)c2cccc3c2n(c1=O)CC3 (stereo not given)
5	COc1ccc(N2C(=O)c3cccc4cccc(c34)C2=O)nn1
4	CC(C)CN(C(=O)COC(=O)c1cc2ccccc2oc1=O)C1CCS(=O)(=O)C1 (stereo not given)
18	COc1ccc(-c2cc(C(F)(F)F)n3nc(C(=O)NCc4ccco4)cc3n2)cc1
-5	CC(C)(C)OC(=O)N1CC=C2C(C#N)=C(N)C(C#N)(C#N)[C@H](c3cccnc3)[C@H]2C1
-1	CCCOc1ccc(-c2nc(C#N)c(N3CCN(C)CC3)o2)cc1
3	COc1cc(OC)cc(-c2nc3cc(C)ccc3o2)c1
-2	COCCn1cc(C(=O)NCCCN2CCC(C)CC2)c2c3ccccc3n(C)c2c1=O
9	COc1ccc(-c2cc(=O)n(-c3nc4ccccc4[nH]3)[nH]2)cc1
-12	CCCCC(=O)Nc1ccc2c(c1)C(=O)NC2=O
2	CCN(CC)CCN(Cc1cc2cc3c(cc2[nH]c1=O)OCCO3)C(=O)NC1CCCCC1
3	COc1ccccc1-c1coc2c(CN3CCN(C)CC3)c(O)ccc2c1=O
10	CCOC(=O)c1nc(N2CCN(C(=O)OCC)CC2)c2c3c(sc2n1)CCCC3
4	CC(C)c1nc(SCc2c(F)cccc2Cl)c2c(=O)n(C)c(=O)n(C)c2n1
9	Cc1cc2c(c(=O)n1C)C(Cc1ccccc1)C(C#N)=C(N)O2 (stereo not given)
1	O=C(COc1ccccc1)Nc1nc(-c2ccc(S(=O)(=O)N3CCOCC3)cc2)cs1
7	C=CCn1c(N)c(C(=O)Nc2ccccc2)c2nc3ccccc3nc21
-82	Cc1cc(=O)oc2c(CN3CCCCC3)c(O)c(Cl)cc12
8	COCCCNC(=O)c1ccccc1NS(C)(=O)=O
-51	COCCn1c(-c2ccc(-c3ccccc3Cl)o2)nc2c1c(=O)[nH]c(=O)n2CC(C)C

Structural class: those above containing a COOH group (two)
MMP13 inhibition	SMILES
7	O=C(O)CCN1C(=O)c2ccc(NC(=O)c3cccs3)cc2C1=O
4	O=C(O)C1CCN(C(=O)COc2ccc3c4c(c(=O)oc3c2)CCC4)CC1

(list continues)
MMP13 inhibition	SMILES
9	CCOC(=O)Cc1c(C)nc2c(-c3cccc(Br)c3)c[nH]n2c1=O
-2	CCC1(C(=O)OC)NC(c2ccco2)C2C(=O)N(c3ccccc3)C(=O)C21 (stereo not given)
22	CC1CN(c2oc(-c3ccco3)nc2C#N)CC(C)O1 (stereo not given)
-5	CC(C)NC(=O)c1cc2c(-c3ccc(Cl)cc3)nn(C)c2s1
0	CCc1nnc(NC(=O)CSc2nc(C)c3c(c2C#N)CCCC3)s1
2	COC(=O)c1[nH]c2ccc(C)cc2c1NC(=O)CN1CCc2cc(OC)c(OC)cc2C1
7	COc1ccc2nc(SCC(=O)N(C)C3CCCCC3)c(C#N)cc2c1
9	CCc1cc(=O)oc2c(C)c(O)c(CN3CCCCC3)cc12
8	COc1cccc(CNc2nc3nc(C)cc(C)n3n2)c1
-7	COc1ccc2cc(C(=O)NC3CCCCC3)c(=O)oc2c1
-3	Cc1nc(NCc2ccccc2)c(C(N)=O)c2c1COC(C)(C)C2
2	CCCCOC(=O)c1ccc(Nc2ncnc3nc[nH]c23)cc1
2	CCOC(=O)N1CCN(c2c(NCCN3CCN(Cc4ccccc4)CC3)c(=O)c2=O)CC1
2	COCCNc1oc(-c2ccccc2Cl)nc1C#N
-1	COc1cc2[nH]c(=O)n(CCC(=O)N3CCc4ccccc4C3)c(=O)c2cc1OC
5	CC1CCCN(C/C(O)=C(\C#N)c2nc3ccccc3[nH]2)C1 (stereo not given)
7	COc1ccc(-c2cc(C(F)(F)F)nc(SCC(=O)N3CCOCC3)n2)cc1OC
3	NC(=O)C1(N2CCCCC2)CCN(C(=O)c2cccn3c(=O)c4cc(Cl)ccc4nc23)CC1
4	O=c1[nH]c(CSc2nnc(-c3ccncc3)n2Cc2ccco2)nc2ccccc12
4	Cc1ccc(C2NC(=O)c3c(sc4c3CCN(C)C4)N2)o1 (stereo not given)
6	Cc1nc2c(C(=O)O)cnn2c(C)c1Cc1ccccc1F
0	O=C(Nc1ccc(-c2nnc(-c3ccccc3)o2)cc1)C1CCCO1 (stereo not given)
-4	Fc1ccc(-c2cc3nc4c(c(N5CCOCC5)n3n2)CCCC4)cc1
-4	O=C(Nc1ccccc1F)N(CCCN1CCOCC1)Cc1cc2cc3c(cc2[nH]c1=O)OCCO3
4	O=C(Cc1cccs1)NCc1cn2ccccc2n1
-165	Cn1c(=N)c(S(=O)(=O)c2ccccc2)cc2c(=O)n3ccccc3nc21
-4	OCCN1CCN(c2nc(-c3ccccc3)c3cc(Cl)ccc3n2)CC1
3	CC(C)Sc1nc(N)c2c3c(sc2n1)CN(C)CC3
-9	C=CCNc1oc(-c2ccc(OCC)cc2)nc1C#N
3	Nc1nnc(Cc2ccc(Cl)c(Cl)c2)s1
-29	COc1ccc2c(c1OC)C(=O)N1C(C(=O)O)Cc3c([nH]c4ccccc34)C21 (stereo not given)
2	COc1ccc(-c2coc3cc(O)ccc3c2=O)cc1OC
5	COC(=O)c1ccc2[nH]c(C)c(CN3CCCC3)c(=O)c2c1
6	COc1ccc(C2CC(c3cccs3)n3nc(N)nc3N2)cc1 (stereo not given)
4	O=c1[nH]c(CN2CCN(c3ccccc3)CC2)nc2ccccc12
9	CN1CCc2c(sc(/N=C/c3cccs3)c2C(N)=O)C1

Shown with tabs: 2 of the compounds above
smiles	MMP13 inhibition
COc1ccc(-c2coc3cc(O)ccc3c2=O)cc1OC	2
COC(=O)c1ccc2[nH]c(C)c(CN3CCCC3)c(=O)c2c1	5

High-throughput results (PubChem BioAssay)

Only part of the results is shown; rates above refer to the full screens.
